High-throughput results: PubChem, Fisher Drug Discovery Resource Center
NPYLR7 agonist = agonists of mosquito NPYLR7 receptor, primary screen, cell-based, Aedes aegypti, calcium fluorescence, mosquito biting behavior; actives 0.15% (n = 270,000); activation, % at 10 µM; HEK293T NPYLR7/Galpha15, GCaMP6s calcium fluorescence; Aedes aegypti neuropeptide Y-like receptor 7 (NPYLR7); in the data active = activation above about 40%;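 also: 0% = vehicle and 100% = reference agonist at the receptor; some compounds past the cut are filed as inactive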
hcGAS inh = Primary biochemical luminescence assay for human cyclic GMP-AMP synthase inhibitors. actives 0.081% (n = 290,000). recombinant h-cGAS, ATP depletion, Kinase-Glo luminescence. inhibition, % at 12.5 µM;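 also: 0% = vehicle reaction and 100% = reaction without DNA for no activity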
Target sequence (Q8N884 whole entry, looked up): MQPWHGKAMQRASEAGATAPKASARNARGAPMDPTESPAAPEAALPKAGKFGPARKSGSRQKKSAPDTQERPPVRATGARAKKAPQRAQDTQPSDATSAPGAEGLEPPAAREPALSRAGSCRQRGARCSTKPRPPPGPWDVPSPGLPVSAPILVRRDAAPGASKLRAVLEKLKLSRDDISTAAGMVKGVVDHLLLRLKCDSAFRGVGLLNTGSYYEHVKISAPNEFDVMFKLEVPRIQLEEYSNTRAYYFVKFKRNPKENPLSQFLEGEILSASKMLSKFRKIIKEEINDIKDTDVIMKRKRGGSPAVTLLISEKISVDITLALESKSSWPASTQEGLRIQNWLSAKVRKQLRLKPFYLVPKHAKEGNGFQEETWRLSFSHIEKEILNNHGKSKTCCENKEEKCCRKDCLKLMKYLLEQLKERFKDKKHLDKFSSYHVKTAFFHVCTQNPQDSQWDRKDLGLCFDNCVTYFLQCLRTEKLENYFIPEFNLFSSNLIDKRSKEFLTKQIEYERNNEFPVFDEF
mcGAS inh = cyclic GMP-AMP synthase inhibitors, mouse, primary biochemical chemiluminescence; inhibition, % at 12.5 µM; actives 0.15% (n = 160,000); recombinant cGAS, Kinase-Glo ATP depletion luminescence; Q8C6L5; AID 1259399, 2018;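 also: 0% = negative control wells and 100% = reference inhibitor with no enzyme activity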
* = called active by the depositor; . = no result given. Rule as the data show it, unless noted: active = inhibition above about 40%; inactive = the rest.

molecule | NPYLR7 agonist | hcGAS inh | mcGAS inh
CCC(CC)C(=O)N1CCC(=O)N(C)C[C@H]2CN(C)c3ccccc3[C@@H]21 | 2 | 0 | -5
Cc1[nH]n(-c2ccccc2)c(=O)c1-c1ccccc1 | 6 | -3 | .
COc1ccc(S(=O)(=O)NCCc2ccc(F)cc2)c(OC)c1 | 1 | -8 | .
Cc1[nH]cnc1CN1CCc2c(c3ccccc3n2C)C1=O | -9 | 1 | .
CCc1cn[nH]c1C1CCN(c2nnnn2C(C)c2ccccc2)CC1 (centres undefined) | 7 | -9 | .
CC(C)N1CCc2cc(-c3nccn3CCN3CCOC3=O)ccc21 | 1 | -8 | .
Cn1cnc2c(NCc3ccco3)ncnc21 | 0 | -6 | .
N#Cc1cccc(NC(=O)N(CC(=O)N2c3ccccc3-n3cccc3C2c2ccc(Cl)cc2)C2CC2)c1 (centres undefined) | -7 | 1 | -4
O=C1c2ccccc2C(=O)c2cc(Cl)ccc21 | -3 | 1 | -5
Cc1ncnc(NC(C)CCCC(C)(C)O)c1C (centres undefined) | . | -9 | -3
Cc1cc(C)[n+]2cc(S(=O)(=O)O)sc2n1 | 17 | -7 | .
CCOC(=O)c1ccccc1NC(=O)CSc1ccc(-c2cccs2)nn1 | -4 | 0 | -6
Cc1c([N+](=O)[O-])c([N+](=O)[O-])nn1CC(=O)N1CCOCC1 | 1 | -1 | -1
C=C(Cl)Cn1c(NCc2ccccc2)nc2ccccc21 | -4 | -5 | .
CCOC(=O)c1c(NC(=O)c2ccc(C)cc2)sc(C(=O)Nc2cccc(Cl)c2)c1C | 11 | -5 | -5
CCNC(=O)NC(=O)CSc1cccc(C)c1 | 2 | -6 | .
Cc1ccccc1C(=O)NNC(=O)CCCCCN1C(=O)c2ccccc2C1=O | -4 | -4 | .
CC(=O)Nc1ccc(SCCCC(=O)N2CCN(Cc3ccccc3)CC2)nn1 | -1 | -9 | -8
O=C(NCCCN1CCOCC1)c1ccc(CSc2ccc3ccccc3n2)cc1 | 4 | -10 | -5
CC1CN(S(=O)(=O)CCNc2cc(Cl)nc(N)n2)CC(C)O1 (centres undefined) | 3 | -15 | .
CCOC(=O)C1C(=O)C=C2c3ccccc3CCC2C1c1ccccc1 (centres undefined) | 6 | -10 | .
Cc1cc(C)cc(-n2c(C)cn3c4c(=O)n(CCCO)c(=O)n(C)c4nc23)c1 | -2 | -1 | .
O=C(C1CC=CCC1)N1CCc2onc(-c3ccc(C(F)(F)F)cc3)c2C1 (centres undefined) | 11 | -7 | -17
O=C1COc2ccc(Cl)cc2N1 | 5 | -3 | .
COc1cc(CN2CCN(Cc3cccc(SC)c3)CC2CCO)cc(OC)c1 (centres undefined) | -7 | -4 | .
CCS(=O)(=O)N1CCN(c2ccnc3cc(F)ccc23)CC1 | 1 | -15 | -16
CN(Cc1ccccc1)c1ncccc1CNC(=O)C(=O)N1CCOCC1 | -2 | 3 | .
O=C(COc1ccccc1)NCCn1ncc2c(N3CCCCCC3)ncnc21 | 1 | -11 | -8
O=c1nc(SCc2ccccc2)c2c(n1Cc1ccccn1)CCC2 | -2 | -4 | -7
COc1cc([N+](=O)[O-])ccc1NC(=O)c1ccno1 | 13 | -6 | .
c1ccc(C2=NN=C(c3ccccc3)CCC2)cc1 | 1 | -8 | .
O=S(=O)(c1ccccc1)N1CCN(S(=O)(=O)c2ccc(F)cc2)CC1 | 11 | -7 | .
CC(C)n1ccnc1CN1CCC(OCc2ccccc2)CC1 | 2 | -1 | -6
Cn1c(N)c(C(=O)CSc2nnc(-c3cccs3)n2C2CC2)c(=O)n(C)c1=O | 14 | -5 | .
COc1ccc(-c2csc(C(C)(O)c3cccc(F)c3)n2)cn1 (centres undefined) | 6 | -11 | .
FC(F)(F)c1cccc(N2CCCC(c3nccn3CC3CC3)C2)n1 (centres undefined) | 4 | 1 | .
O=C(O)C1CC2(CCNCC2)CN1C(=O)C1(c2ccc(Cl)cc2)CCC1 (centres undefined) | -6 | -1 | .
COCCN(CC(=O)Nc1nc(CC(=O)Nc2ccc(C)cc2)cs1)C(=O)c1ccccc1 | 20 | -3 | -5
O=C(O)CNC(=O)c1cc2c(s1)-c1ccccc1CC2 | 8 | -5 | 3
CCOC(=O)C(CC)Sc1ccc2nnc(CCNC(=O)c3ccc(OC)cc3)n2n1 (centres undefined) | 2 | -8 | -8
CC(=O)N1CCc2c(nc(C)nc2N(C)Cc2n[nH]c3c2CCCC3)C1 | 2 | -5 | .
CC(=O)Nc1cccc(NC(=O)Cn2c(-c3nnc(C)o3)cc3ccccc32)c1 | 10 | -3 | -5
CCOCCCNc1nc2c(c(=O)[nH]c(=O)n2C)n1CCCc1ccccc1 | -6 | 2 | .
COC(=O)c1c(SCC(=O)NC(C)c2ccco2)nc(=O)[nH]c1C (centres undefined) | 9 | -1 | .
CCOc1ccc(CN2CCN(C(=O)c3cnn(C)c3C)CC2)cc1 | 1 | -15 | .

In the list so far, these contain fluorine:
molecule | NPYLR7 agonist | hcGAS inh | mcGAS inh
COc1ccc(S(=O)(=O)NCCc2ccc(F)cc2)c(OC)c1 | 1 | -8 | .
O=C(C1CC=CCC1)N1CCc2onc(-c3ccc(C(F)(F)F)cc3)c2C1 (centres undefined) | 11 | -7 | -17
CCS(=O)(=O)N1CCN(c2ccnc3cc(F)ccc23)CC1 | 1 | -15 | -16
O=S(=O)(c1ccccc1)N1CCN(S(=O)(=O)c2ccc(F)cc2)CC1 | 11 | -7 | .
COc1ccc(-c2csc(C(C)(O)c3cccc(F)c3)n2)cn1 (centres undefined) | 6 | -11 | .
FC(F)(F)c1cccc(N2CCCC(c3nccn3CC3CC3)C2)n1 (centres undefined) | 4 | 1 | .

The list goes on:
molecule | NPYLR7 agonist | hcGAS inh | mcGAS inh
COc1cc(C(C)=O)ccc1OCC(O)Cn1nc(C)cc1C (centres undefined) | 9 | -8 | -8
CC(C)OP(=O)(OC(C)C)c1nn(-c2ccc([N+](=O)[O-])cc2)c(=N)s1 | 2 | -5 | .
COC(=O)N1CCC(Nc2cc(C#N)c3ccccc3n2)C1 (centres undefined) | 5 | -7 | .
O=C(NCc1cccnc1-n1ccnc1)C1(c2ccccc2)CCCCC1 | -4 | -4 | .
CCCCCCCCC(=O)Nc1ccc(N2CCN(c3ccccc3OC)CC2)c(C(=O)NCCOC)c1 | 11 | -4 | -6
c1cnn(CCC2CCN(CCN3C[C@H]4CC[C@@H]3C4)CC2)c1 | . | -19 | -9
Cc1cc(S(=O)(=O)NCc2ccc3c(c2)OCO3)c(Cl)cc1Cl | -5 | -2 | .
CCn1c(C)cc(O)c(C(c2cccnc2)N2CCN(c3ccccc3F)CC2)c1=O (centres undefined) | 9 | -8 | .
N#Cc1cccc(OCC(=O)Nc2ccc(S(=O)(=O)N3CCCC3)cc2)c1 | 3 | -3 | -17
N#CC(=CC1C(=O)N(c2c(Cl)cccc2Cl)c2ccccc21)C(N)=NCc1ccccc1 (centres undefined) | -11 | -4 | .
Cc1c(C(=O)Nc2nnc(SCC(=O)Nc3nccs3)s2)cccc1[N+](=O)[O-] | 4 | -3 | -3
CCc1nc2sc3c(N4CCCC4)ncnc3c2c2c1COC(C)(C)C2 | 4 | 2 | .
Cc1nn(Cc2nc(-c3cccs3)no2)c(C)c1Br | -2 | -9 | .
Cn1c(=S)[nH]c2c(c1=O)C1(CCCCC1)Cc1ccccc1-2 | -1 | -11 | -7
Cc1cc(=O)c(C(=O)NCCSCc2ccco2)nn1-c1ccccc1 | 1 | -4 | .
Cc1ccc(C2=NN(C(=O)CSc3nc(N)cc(=O)[nH]3)C(c3ccco3)C2)cc1 (centres undefined) | -9 | -2 | -9
Cc1ccc(-n2c(SCc3ccccc3)nnc2C(C)NC(=O)C(C)(C)CCl)cc1 (centres undefined) | 11 | -4 | -3
CN(Cc1ccon1)C(=O)[C@@H]1C[C@H](NC(=O)c2ccc(Cl)cc2)CN1C | 1 | -6 | .
O=C(CCn1ccc(=O)[nH]c1=O)OCc1cc(-c2ccc3c(c2)OCCO3)on1 | 1 | -7 | .
CCOC(=O)C1CCCN(Cc2nc(C3(c4ccc(C)cc4)CCCC3)no2)C1 (centres undefined) | 5 | -10 | .
CC(C)Sc1nnc2nc3c(nn12)c1ccccc1n3C | -2 | -9 | -5
Cn1c(=O)c2c(nc(N3CCCCCC3)n2CCSc2ncccn2)n(C)c1=O | . | -5 | -7
Cc1ccc(S(=O)(=O)NC(=O)C2(C)CCN2C(=O)c2cccc(F)c2)cc1 (centres undefined) | 0 | -4 | .
S=c1[nH]c2c(Cl)c(Cl)c(Cl)cc2o1 | 30 | 34 | 25
O=C(CCC1CCCN(Cc2cnc(N3CCCC3)s2)C1)Nc1ccccc1F (centres undefined) | 14 | -7 | -10
COc1ccc(CCN(C)c2cc(Cl)nc(SCC(=O)NCc3ccc4c(c3)OCO4)n2)cc1OC | -3 | -8 | -6
CCCCC(=O)N(CCN1C(=O)c2ccccc2C1=O)c1cccc(F)c1 | 8 | -8 | .
O=C(NCCc1ccc(Cl)cc1)Nc1cnn(-c2ncccn2)c1 | 4 | -7 | .
C/C=C/C(=O)Nn1cnc2c(cnn2C(C)(C)C)c1=O | 6 | -16 | .
CCc1nc2n(n1)C(=O)C(C(c1ccccc1)N1CCN(c3ccc(OC)cc3)CC1)S2 (centres undefined) | -6 | -4 | -8
CCCCNC(=O)C(=O)NCC1OCCCN1S(=O)(=O)c1ccc(OC)cc1 (centres undefined) | -5 | -5 | .
CCc1nc2ccc(C(=O)N(C)CCCN(C)C)cn2c1N(CC)CCOC | -3 | -8 | -6
COc1ccc(C)cc1NC(=O)NCC1CCN(C2CCOCC2)C1 (centres undefined) | -2 | -2 | .
Cc1nc(C2CCN(Cc3cc4n(n3)CCCNC4)CC2)cc(=O)[nH]1 | 8 | -2 | .
O=C(Nc1ccc(Cl)nn1)c1ccc(Cl)s1 | 1 | -8 | .
CC(C)(CNC(=O)c1ccc(=O)[nH]c1)c1ccc2c(c1)OCO2 | -3 | 8 | .
O=C(Nc1ccc(SCc2ccncc2)nn1)c1ccccc1 | 1 | -8 | -8
Cn1nc(NC(=O)c2cccc3ccccc23)c2c1NC(=O)CC2c1cccs1 (centres undefined) | -14 | -8 | -11
Cc1nc(Sc2ccccc2)c2oc3ccccc3c2n1 | 12 | -6 | -5
CCCCN1C(=O)C(=Cc2c(NCC3CCCO3)nc3ccccn3c2=O)SC1=S (centres undefined) | 5 | -4 | -6
O=C(CN1CCN(S(=O)(=O)c2cccc(Br)c2)CC1)N1CCNC1=O | -8 | 2 | .
COc1ccc(CN2CCN(Cc3ccccc3F)CC2CCO)c(C)c1C (centres undefined) | -7 | 3 | .
Cc1nn(C)c(C)c1NS(=O)(=O)c1ccc2c(c1)C(C)C(=O)N2 (centres undefined) | -3 | -3 | -2
CCCCc1cnc2c(c1SCC(=O)Nc1ccc(C(=O)OCC)cc1)c(=O)n(C)c(=O)n2C | 2 | -10 | -7
CN1C(=O)C(C)(C)ON=C1c1ccc2c(c1)OCO2 | 3 | -1 | .
CC(C)c1ccc(C=NNP2(=O)C=C(c3ccccc3)OC(c3ccccc3)=C2)cc1 | 0 | -4 | .
CC(c1ccco1)N(C(=O)c1ccc(F)cc1)c1ccccn1 (centres undefined) | 8 | -7 | .
CS(=O)(=O)CCn1cnc(-c2ccccc2)c1-c1cnn2cccnc12 | -3 | -7 | -10
COC(=O)CNC(=O)CSc1nnc(Nc2ccc(C(C)C)cc2)s1 | 1 | -2 | -4
C[C@H](NC(=O)c1sccc1Br)C(=O)N1CCCCC1 | 2 | -8 | .
O=S1(=O)CCC(Cc2nn3c(Cc4ccccc4)nnc3s2)C1 (centres undefined) | 6 | -3 | -9
CC1C(=O)N(c2ccc(Cl)cc2)CCN1C(=O)CCc1ccccc1 (centres undefined) | -2 | -5 | -6
CCOn1c(=O)c(-c2cc(OC)ccc2OC)[n+]([O-])c2ccccc21 | 13 | -13 | .
COc1ccccc1OCC1c2ccsc2CCN1C(=O)CNC(C)C (centres undefined) | 32 | -4 | .
Cc1c(C)n2c3c(=O)n(CCN4CCOCC4)c(=O)n(C)c3nc2n1-c1ccc(Cl)cc1 | 5 | -7 | -3
O=C(Nc1ccc2[nH]cc(CCN3CCN(c4cccc(C(F)(F)F)c4)CC3)c2c1)c1c(F)c(F)c(F)c(F)c1F | 20 | -4 | -6
CC(NC(=O)c1csc(-c2cc3ccccc3o2)n1)C(=O)N1CCOCC1 (centres undefined) | -6 | -9 | .
CC1(C)C(C(=O)O)N2C(=O)C[C@H]2S1(=O)=O (some centres undefined) | -7 | -2 | .
Cc1cccc(C)c1NC(=O)c1cccc(CN(C)Cc2cnc(N)nc2)c1 | 12 | -4 | -15
COCCNc1cc(C)nc2c(-c3ccc(C)cc3)cnn12 | 2 | -11 | -9

(further entries)
molecule | NPYLR7 agonist | hcGAS inh | mcGAS inh
COCCNC(=O)Cn1c(=O)n(-c2ccccc2)c(=O)c2oc3ccccc3c21 | -6 | -2 | -6
Cc1ccc(-n2c(C)n[nH]c2=O)cc1C | 8 | -4 | -17
O=C(NCc1ccc2c(c1)OCO2)c1ccc(-c2cc(-c3ccc(Cl)cc3Cl)[nH]n2)cc1 | 28 | -3 | -6
CCN1c2ccccc2N(C)[C@]1(C)c1ccccc1 | 2 | -19 | .
O=C1N(c2ccccc2)C[C@@H]2C[C@@H](c3cccn3-c3ccccn3)N3CCC[C@@]123 | 5 | -6 | .
Cc1ccc2cc(CCNC(=O)c3cccc(C(F)(F)F)c3)c(=O)[nH]c2c1C | 0 | -8 | .
Cc1cc(C)n(Cc2cccc(C(=O)N(C)C3CCCN(CCc4ccccc4)C3)c2)n1 (centres undefined) | . | -3 | -11
